From PubChem BioAssay
MKP-3 inhibition = inhibition of rat DUSP6 enzyme activity – biochemical, in vitro, primary screen (AID 425); recombinant MKP-3 phosphatase activity, fluorescence; higher % means a stronger effect; hit rate 0.17% among 110,000; inhibition, % at 20 µM; hits with a dose series show IC50 in µM; in the data active = inhibition above about 50%;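 note: plate controls were vehicle for no effect and reference inhibitor for full effect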
Hsp70 inhibitors = Hsp70 inhibitors, probe displacement, primary screen, biochemical, fluorescence polarization (AID 583); hit rate 0.06% among 140,000; Hsp70 fluorescence polarization probe displacement, mP; higher % means a stronger effect; displacement, % at 20 µM; hits with a dose series show IC50 in µM; in the data active = displacement above about 50%;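 note: plate controls were vehicle for no effect and reference ligand for full effect; a part of the inactive calls stands beside numbers as strong as those of hits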
* hit, by the source's call; nt = not tested or not shown; & = joins results of further samples. A portion of the library; the hit share may differ from the screen's.

SMILES	MKP-3 inhibition	Hsp70 inhibitors
COC(=O)Cn1c(CN2CCN(c3ccccc3F)CC2)nc2c1c(=O)n(C)c(=O)n2C	-6%	5.7%
CCCc1[nH][nH]c(=O)c1C(c1cccc(Cl)c1)C(C#N)C#N (stereo not given)	5%	2.2%
O=C(O)c1cc(S(=O)(=O)Nc2ccc3oc(=O)sc3c2)ccc1O	3%	7.7%
Cc1cc(C)c2c(n1)nn1c(-n3ccnc3)cc(C)nc21	4%	1.8%
Cc1ccc(C(=O)N/C(=C\c2cccc(Oc3ccccc3)c2)C(=O)NCCN2CCOCC2)cc1	1%	1.6%
Brc1cccc(OCCOCCn2ccnc2)c1	nt	5.2%
CCOC(=O)N1CCC(N(C(=O)Nc2ccccc2)C(C)CC)CC1 (stereo not given)	-1%	2.8%
Cc1ccc(S(=O)(=O)N2CCN(c3nc4ccccc4nc3-n3nc(C)cc3C)CC2)cc1	-4%	-2.3%
Nc1nc(-c2ccccc2)c(C(=O)c2ccccc2)s1	3%	3.9%
N#C/C(=C\c1ccc(O)c(O)c1)S(=O)(=O)c1ccccc1	-6%	-22%
O=C(NCc1nnc(SCC(=O)N2CCN(c3ccccc3)CC2)o1)c1ccco1	-10%	nt
CCOC(=O)C1CCN(C(=O)N2CCOCC2)CC1	-2%	-3.6%
CNC(=S)N1CCN(c2c(F)cc3c(=O)c(C(=O)O)cn(C4CC4)c3c2OC)CC1C (stereo not given)	nt	-3.7%
COc1cc(CNc2ncn[nH]2)cc(Br)c1OC	-10%	-3.7%
COc1cc2c(cc1C)/C(=N\OC(=O)c1cc(OC)c(OC)c(OC)c1)CCC2	-2%	4.2%
COc1ccc(C2CC(=O)C3=C(C2)Nc2ccccc2NC3c2cc(OC)ccc2OC)cc1 (stereo not given)	2%	-0.9%
COc1ccc(N2CCN(c3oc(COc4ccccc4)nc3C#N)CC2)cc1	-1%	7.0%
Cc1ccc(S(N)(=O)=O)cc1NC(=O)c1ccc(C(C)(C)C)cc1	5%	-4.4%
CN(C(=O)c1cnccn1)c1nnc(-c2cnccn2)s1	-15%	-2.3%
O=C(COc1ccccc1Cl)NNC(=O)c1ccc(F)cc1	4%	0.9%

Structural class, those above with a halogen.
SMILES	MKP-3 inhibition	Hsp70 inhibitors
COC(=O)Cn1c(CN2CCN(c3ccccc3F)CC2)nc2c1c(=O)n(C)c(=O)n2C	-6%	5.7%
CCCc1[nH][nH]c(=O)c1C(c1cccc(Cl)c1)C(C#N)C#N (stereo not given)	5%	2.2%
Brc1cccc(OCCOCCn2ccnc2)c1	nt	5.2%
CNC(=S)N1CCN(c2c(F)cc3c(=O)c(C(=O)O)cn(C4CC4)c3c2OC)CC1C (stereo not given)	nt	-3.7%
COc1cc(CNc2ncn[nH]2)cc(Br)c1OC	-10%	-3.7%
O=C(COc1ccccc1Cl)NNC(=O)c1ccc(F)cc1	4%	0.9%

More compounds follow:
SMILES	MKP-3 inhibition	Hsp70 inhibitors
O=C(NCCCO)C1CC(=O)N(c2ccccc2)C1 (stereo not given)	0%	-0.9%
CC(C)(C)c1ccc2c(c1[N+](=O)[O-])C(=O)c1ccccc1C2=O	7%	3.5%
Cc1sc2nc(CN3CCCC3)nc(N3CCN(S(=O)(=O)c4cccs4)CC3)c2c1C	0%	-0.1%
O=C(CSc1nc2ccccc2c(=O)n1Cc1ccccc1)c1ccc(Br)cc1	-1%	1.7%
Cc1cc2c(cn1)/C(=C\C=C\N(C)C)c1ccccc1-2	0%	5.6%
COc1cc(/C=C2/SC(=S)N(CC(=O)O)C2=O)ccc1OCc1ccccc1	0%	1.0%
Cc1cc(Cl)ccc1NCC(=O)NN	2%	3.3%
COc1ccc(C)cc1-n1c(SCC(=O)Nc2cc(C)on2)nc2sc(C)c(C)c2c1=O	-5%	5.5%
CCOc1ccccc1C(=O)Nc1sc2c(c1C(=O)OC)CCCC2	0%	-3.5%
CCc1c(C)nc(Nc2nc(C)c3ccccc3n2)[nH]c1=O	2%	-5.8%
Cn1c(=O)cc(-c2ccccc2)c2ccccc21	-20%&-4%	4.7%&3.8%
COc1ccc(CN2CCN(C3CCCCC3)CC2)c(OC)c1OC	2%	-5.0%
CC(=O)CCS(=O)(=O)c1ccc(C)c(C)c1	-12%	5.4%
CCOC(=O)C1=C(N)Oc2cc(C)n(C)c(=O)c2C1c1ccncc1 (stereo not given)	-8%	1.2%
Cc1cc(C)c(C)c(OCC(=O)N2CCCCCC2)c1	nt	-5.8%
COc1ccc(C(N)=O)cc1S(=O)(=O)N1CCOCC1	0%	-2.7%
O=C(Nc1ccccc1C(=O)Nc1ccc(Br)cc1)c1cccs1	-5%	-2.7%
CSC1=C(C#N)C(c2ccc(Cl)cc2)C2=C(CC(C)(C)CC2=O)N1 (stereo not given)	-5%&2%	-0.1%&0.1%
CCOc1ccc(C(=O)Nc2cccc(OC)c2)cc1OCC	0%	0.0%
O=C(Nc1ccccc1C(=O)O)c1ccc2c(c1)C(=O)N(c1cccc([N+](=O)[O-])c1)C2=O	4%	1.0%
CN1/C(=C\C(=O)Nc2ccc(Br)cc2)c2ccccc2CC1(C)C	0%	1.3%
O=C(NCc1ccccn1)C1CCN(S(=O)(=O)c2ccccc2)CC1	8%	0.7%
Cc1ccc(NC(=O)c2cccc(Cl)c2Cl)c([N+](=O)[O-])c1	4%	nt
CCc1ccccc1NC(=O)c1cnc2scc(C)n2c1=O	2%	-2.3%
Cc1ccc(C(C(=O)NC2CCCC2)N(Cc2ccc3c(c2)OCO3)C(=O)Cc2cccs2)cc1 (stereo not given)	nt	0.9%
CC(=O)Oc1ccc2ccccc2c1C(NC(=O)Cc1ccccc1)c1ccc([N+](=O)[O-])cc1 (stereo not given)	3%	4.2%
O=C(CCCN1CCC(c2ccccc2)C1)c1ccc2c(c1)OCCO2 (stereo not given)	-3%	-2.5%
Cc1c(C(=O)Nc2ccc(Cl)cc2Cl)cccc1[N+](=O)[O-]	2%	1.6%
CCOc1ccc(NC(=O)Cn2nnc(C(=O)NCc3ccccc3OC)c2N)cc1	2%	1.0%
O=C(CSc1nc2ccccc2c(=O)n1-c1ccc(Cl)cc1)c1ccco1	-5%	-0.2%
O=C(c1ccc(COCC(F)(F)F)o1)N1CCCCCC1	5%	2.0%
CC1CCCN(Cc2nc3c(c(=O)n(C)c(=O)n3C)n2Cc2cccc3ccccc23)C1 (stereo not given)	-1%	-1.7%
Cc1ccc(C)c(-n2c(CNC(=O)c3ccco3)nnc2SCC(=O)N2CCc3ccccc32)c1	-9%	-0.5%
CCn1c(=O)c2c(nc3n2CC(C)CN3CCc2ccccc2)n(C)c1=O (stereo not given)	-1%	-5.2%
C=CCOc1nc(-c2cccnc2)nc2ccccc12	0%	2.2%
Cc1cccnc1NC(=O)CCCN1C(=O)c2ccccc2C1=O	-7%	1.0%
CN1CCN(C(=O)c2ccccc2NC(=O)c2ccccc2)CC1	4%	0.6%
CCOC(=O)c1ccccc1NC(=O)CN1C(=O)c2ccccc2C1=O	-1%	4.6%
CCC1=NN(C(=O)Cc2ccc(OC)cc2)C(O)(c2ccncc2)C1 (stereo not given)	1%	-6.1%
COc1cc(OC)cc(C(=O)NCc2nc(-c3ccccc3)no2)c1	-9%	nt
CCn1cc(C(=O)N2CCOCC2)c(=O)c2cc(S(=O)(=O)N(C)C)ccc21	-6%	3.9%
Cc1cccc(-n2c(C)cc(C=O)c2C)c1	3%	0.1%
CCOc1nc(Nc2ccc(OC)c(Cl)c2)nc(N2CCN(c3ccc(OC)cc3)CC2)n1	nt	-1.9%
CN(C)c1ccc(-c2nn3c(C4CCCCC4)nnc3s2)cc1	-4%	-0.6%
Cc1cccc(C(=O)NC2CC3CCCC(C2)N3S(=O)(=O)c2ccccc2)c1 (stereo not given)	nt	-1.6%
CCc1ccc(NC(=S)NC(=O)c2ccco2)cc1	1%	0.3%
COc1ccc(NC(=O)c2ccc(C(=O)O)cc2C(=O)O)c(OC)c1	5%	-4.3%
CN(Cc1ccccc1)S(=O)(=O)c1ccc(NC(=O)C2CCCO2)cc1 (stereo not given)	-2%	2.3%
Cc1[nH]c2ccccc2c1SCCNC(=O)c1ccc(Br)o1	nt	6.6%
Cc1cc(C)c2nc(N3CCN(C)CC3)c(C#N)cc2c1	4%	-3.7%
COc1ccc(-n2c(COc3ccc(C)cc3)nnc2SCc2ccc(C#N)cc2)cc1	nt	0.7%
O=C1C=C(O)CC(c2ccc(Cl)c(Cl)c2)C1 (stereo not given)	-7%	1.7%
Cc1cc(C(=O)Nc2cccc(/C=C/C(=O)O)c2)c(C)o1	2%	-1.0%
O=C(c1ccc(F)cc1)n1ccc(-c2cnc(-c3ccccc3)s2)n1	nt	1.3%
COCC(=O)N(Cc1nc2ccccc2c(=O)[nH]1)Cc1cccs1	-2%	-0.5%
CC(=O)NS(=O)(=O)c1ccc(NS(=O)(=O)c2ccc(Br)cc2)cc1	2%	1.8%
Cc1c(Cl)cccc1NC(=O)C(=O)NCc1ccc2c(c1)OCO2	0%	-2.1%
COc1ccccc1N(CC(=O)NC(C)C)S(=O)(=O)c1ccccc1	-3%	3.3%
O=C(OCn1nnc2ccccc2c1=O)C1CCN(S(=O)(=O)c2cccs2)CC1	-8%	1.4%
CCC(=O)N1CCc2cc(S(=O)(=O)NCCCOC)ccc21	-1%	nt
Continuation:
SMILES	MKP-3 inhibition	Hsp70 inhibitors
CCN(C(=O)CSc1nnc(Cc2cccc3ccccc23)n1N)C1CCS(=O)(=O)C1 (stereo not given)	nt	7.9%
Cc1c(-c2ccccc2)nc2ccccc2c1C(=O)Nc1ccc(N(C)C)cc1	2%	-0.9%
Cc1ccc(OCCOCCN2CCC(C)CC2)cc1	0%	5.7%
COc1ccc(C2=NOC(C(=O)Nc3c(C)n(C)n(-c4ccccc4)c3=O)C2)cc1OC (stereo not given)	1%	7.2%
CC1(CCc2ccccc2)NC(=O)N(Cc2nnc(-c3ccccc3Br)o2)C1=O (stereo not given)	1%	-6.2%
COc1ccc(-c2cn3c(C)c(C(=O)Nc4cccc(C)n4)sc3n2)cc1	-6%	-2.2%
O=C(c1ccc(F)cc1)N1CCC(N2CCOCC2)CC1	nt	-0.1%
CCc1nnc(NC(=O)c2c(C)nn(-c3ccccc3)c2Cl)s1	nt	-1.9%
N/C(Cc1ccc(Cl)cc1)=N\OC(=O)c1ccc(Cl)c([N+](=O)[O-])c1	5%	-6.5%
COC(C#CC(C)(C)N(C)C)(c1ccccc1)c1ccccc1	-2%	1.7%
COc1cc(C(=O)NCCC(=O)NCCCN2CCCCC2)cc(OC)c1OC	6%	0.8%
CN(c1ccccc1C(=O)O)S(=O)(=O)c1ccc2c3c(cccc13)C(=O)N2	-11%	9.6%
CCCc1nn(C(=O)c2ccccc2)c2c1C(=O)CC(C)(C)C2	nt	-3.5%
CCOC(=O)C(=O)CSc1ncnc2nc[nH]c12	2%	-4.0%
O=C(CCCN1C(=O)c2ccccc2C1=O)NCCC1=CCCCC1	-1%	-0.5%
CCOc1ccc(/C=C2/SC(=O)N(CN3CCOCC3)C2=O)cc1	1%	11%
CN1CCN(CC#CC(C)(O)C2CC3C=CC2C3)CC1 (stereo not given)	-1%	6.6%
O=C1C2ON(c3ccccc3)C(c3cccc(Br)c3)C2C(=O)N1c1ccccc1 (stereo not given)	-1%	2.9%
O=C1NCCCc2nonc21	-1%	5.7%
COCCSc1ccccc1C(=O)N1CCOCC1	nt	6.0%

Shown with two lines to a compound: part of the list above.
Values run as follows: MKP-3 inhibition, Hsp70 inhibitors
- CC1(CCc2ccccc2)NC(=O)N(Cc2nnc(-c3ccccc3Br)o2)C1=O (stereo not given)
→ 1%, -6.2%
- O=C1C2ON(c3ccccc3)C(c3cccc(Br)c3)C2C(=O)N1c1ccccc1 (stereo not given)
→ -1%, 2.9%
- O=C1NCCCc2nonc21
→ -1%, 5.7%
- CCOc1ccc(/C=C2/SC(=O)N(CN3CCOCC3)C2=O)cc1
→ 1%, 11%
- CN1CCN(CC#CC(C)(O)C2CC3C=CC2C3)CC1 (stereo not given)
→ -1%, 6.6%
- CCOC(=O)C(=O)CSc1ncnc2nc[nH]c12
→ 2%, -4.0%
- Cc1c(-c2ccccc2)nc2ccccc2c1C(=O)Nc1ccc(N(C)C)cc1
→ 2%, -0.9%

Later entries:
SMILES	MKP-3 inhibition	Hsp70 inhibitors
Cc1nnc(Sc2nc3c(c(=O)[nH]c(=O)n3C)n2CCCc2ccccc2)s1	-1%	nt
CCO/C=C1/C(=O)N(C(C)=O)c2ccccc21	nt	1.2%
CCOc1cc(OCC)cc(C(=O)Nc2ccc(Cl)cn2)c1	-2%	-2.3%
COCCn1c(C)cc(C(=O)CSc2ncnc3sc4c(c23)CCC4)c1C	-9%	-7.8%
CSCCC(NC(=O)c1ccco1)C(=O)OCC(=O)Nc1sccc1C#N (stereo not given)	-5%	-0.8%
COC(=O)CN(c1ccc(F)cc1)S(=O)(=O)c1ccc2c(c1)OCCO2	-6%	4.0%
COc1ccc(NC(=O)C(Cc2ccccc2)NC(=O)c2ccco2)cc1OC (stereo not given)	-11%	4.4%
COC(=O)c1ccc(CSc2nc3sc4c(c3c(=O)n2-c2ccccc2)CCCC4)cc1	4%	-2.0%
CC(CN1CCOCC1)OC(=O)C(C)(c1ccccc1)c1ccccc1 (stereo not given)	nt	-4.0%
CCOC(=O)C1CCCN(C(=O)c2sc3nc(-c4ccc(F)cc4)cn3c2C)C1 (stereo not given)	1%	4.0%
Cc1onc(-c2ccccc2)c1C(=O)Nc1nnc(N2CCCCCC2)s1	-13%	-1.7%
COc1ccc(C(=O)N2CCNCC2)cc1OC	1%	-3.5%
COc1ccccc1/C=C1\SC(=S)N(c2ccc(F)cc2)C1=O	0%	4.8%
CSCCC(C(=O)N1CC2(C)CC1CC(C)(C)C2)N1C(=O)c2ccccc2C1=O (stereo not given)	nt	-2.4%
COc1ccc(C(=O)N2CCN(C(=O)c3cccc4ccccc34)CC2)cc1OC	2%	-3.1%
O=c1oc(-c2cc([N+](=O)[O-])cc([N+](=O)[O-])c2)nc2cc(Cl)ccc12	4%	-5.5%
